Assay outcomes from PubChem.
HSP90 refold inh: HSP90 inhibitors, primary screen, cell lysate, luminescence | AID 1789, 2009 | inhibition, % at 5.6 µM | hit rate 0.91% among 290,000 | Rabbit reticulocyte lysate, luciferase refolding luminescence, 3 h | Heat shock protein HSP 90 (rabbit reticulocyte lysate; luciferase refolding);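 active = inhibition above the screen-wide mean plus 3 SD, computed separately per campaign, cut at about 16% in these data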;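 also: 0% = DMSO wells and 100% = 60 µM geldanamycin wells; inhibitors lower the luminescence because luciferase stays unfolded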
AI-2 QS mod: Vibrio harveyi AI-2 quorum sensing modulators, primary screen, JMH597 strain, luminescence/OD600 ratio. Vibrio harveyi JMH597 AI-2 luminescence/OD600 ratio, 9 h; active compounds read low; strain lacks LuxN and CqsS sensors; 0 = neutral-control median. activity change, % at 7.5 µM. hit rate 0.4% among 300,000; in the data active = activity change below about -75%, passing the limit was not always enough; inconclusive = no clear call, values can overlap the other calls;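 also: luminescence divided by OD600 gain over 9 h not by final OD600 alone; inactives centre near 13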
Platelet DG rel: inhibitors of platelet dense granule secretion, primary screen, cell-based, MLPCN, human platelets; human platelet-rich plasma, SFLLRN dense granule ATP release, luminescence; inhibition, %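 (compounds screened at 7.5 µM in platelet-rich plasma)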; hit rate 0.22% among 300,000; AID 1663, 2009;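 active = mean replicate score, as percent of positive control, at or above 50; inconclusive = mean below 50 but at least one replicate at or above 50; inactive = mean and every replicate below 50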
HIF activator: HIF pathway transcriptional activators, primary screen, cell-based, U2OS HRE-luciferase, luminescence; hit rate 0.32% among 300,000; activation, % at 7.5 µM (by protocol); U2OS HRE-luciferase reporter; normalized: DMSO 0%, desferrioxamine 100%;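 active = mean activation of at least 10% of the iron chelator positive control signal, with at least half of replicates also reaching 10%; inconclusive = mean and replicate majority disagree about reaching 10%; inactive = mean and most replicates under 10%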
aSyn 5UTR inh: MLPCN primary screen, SNCA 5' untranslated region; alpha-synuclein 5'UTR reporter, inhibitor activity; inhibition, % (tested at 7.5 µM); hit rate 0.82% among 300,000; AID 1813, 2009; in the data active = inhibition above about 60%; inconclusive = no clear call, values can overlap the other calls;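 also: H4 neuroglioblastoma cells stably carrying SNCA 5'UTR luciferase fusion; 0% = DMSO wells and 100% = positive control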
HSF1 activator: HSF-1 activators, primary screen, NIH3T3-HGL cells, MG132 stress, luminescence, single point; NIH3T3-HGL HSF-1 luciferase reporter, 8 h; 100% = twice DMSO control signal; activation, % at 9 µM; hit rate 1.7% among 300,000; AID 504408, 2011;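 active = mean replicate activation of at least 50% with a set share of replicates each reaching 50%; inconclusive = only one of those two conditions met; inactive = mean below 50% and too few replicates reaching it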;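 also: 0% = median of the neutral control wells and 100% = twice that signal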
HDAC3 inh: HDAC3 deacetylase inhibitors, primary screen, biochemical, fluorescence, cell-free homogeneous | Histone deacetylase 3 (Homo sapiens), O15379 | recombinant HDAC3, fluorogenic peptide/trypsin coupled | inhibition, % at 8.3 µM | hit rate 0.15% among 320,000; in the data active = inhibition above about 26%, passing the limit was not always enough; inconclusive = no clear call, values can overlap the other calls
Target sequence (O15379 whole entry, looked up): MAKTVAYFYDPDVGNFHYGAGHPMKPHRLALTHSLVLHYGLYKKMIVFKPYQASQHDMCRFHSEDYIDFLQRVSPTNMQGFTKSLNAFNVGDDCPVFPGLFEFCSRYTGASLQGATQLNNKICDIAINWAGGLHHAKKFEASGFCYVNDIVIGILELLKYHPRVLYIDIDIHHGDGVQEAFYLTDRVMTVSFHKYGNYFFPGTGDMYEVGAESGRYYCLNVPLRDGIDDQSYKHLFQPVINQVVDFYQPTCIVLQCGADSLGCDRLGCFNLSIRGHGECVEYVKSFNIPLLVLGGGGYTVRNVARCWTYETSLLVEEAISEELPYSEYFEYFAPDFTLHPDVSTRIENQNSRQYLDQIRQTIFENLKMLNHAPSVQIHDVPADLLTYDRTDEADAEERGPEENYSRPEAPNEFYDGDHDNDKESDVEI
IEC-6 cytotox: cytotoxicity in IEC-6 intestinal epithelial cells, primary screen, cytotoxicity control for KLF5 inhibitor project, cell-based, luminescence. IEC-6 cytotoxicity, luminescence viability. inhibition, % at 5 µM. hit rate 0.78% among 290,000. AID 1825, 2009; in the data active = inhibition above about 22%;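 also: 0% = plate median of test compound wells and 100% = cytotoxic reference compound wells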
KLF5 inh: KLF5 expression inhibitors, primary screen, DLD-1 cells, luminescence; DLD-1 KLF5 promoter-luciferase reporter; inhibition, % at 5 µM; hit rate 0.23% among 290,000;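 active = inhibition above a per-plate limit of that plate's mean compound inhibition plus 3 SD, cut at about 60% in these data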;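 also: 0% = DMSO wells and 100% = LY294002 at 200 µM; higher means less KLF5 promoter-driven luciferase light; inactives centre near -14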
HSF1 inh: HSF1 inhibitors in luciferase reporter cells, primary screen, cell-based, NIH3T3, luminescence | NIH3T3-HGL HSE-luciferase, MG132-induced, luminescence 8 h; active compounds read low | AID 2098, 2009 | activity change, negative = inhibition, % at 7.5 µM (by protocol) | hit rate 0.77% among 300,000;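 active = more than half of replicate wells show activity change below -50%, luminescence cut by over half; inconclusive = some wells, but at most half, below -50%; inactive = no replicate well below -50%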;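 also: luciferase reports HSF-1 transcriptional activity via heat shock element; 0% = median of DMSO wells and -100% = zero luminescence signal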
* hit, by the source's call; ? = inconclusive; / = not tested or not shown.

compound | HIF activator | IEC-6 cytotox | HSF1 inh | HSP90 refold inh | HDAC3 inh | HSF1 activator | KLF5 inh | AI-2 QS mod | Platelet DG rel | aSyn 5UTR inh
CC(OC(=O)c1snc(C(=O)NC2CCCCC2)c1N)C(=O)NC1CCCCC1 (stereo unspecified) | 0.4 | 0.9 | -1.1 | 1.1 | -3.9 | -12.8 | -2.6 | 18.9 | 2.4 | 2.7
Nc1ccc(C(=O)NCc2ccccc2)cc1 | 0.0 | 3.9 | -23.0 | 0.3 | 2.3 | -31.4 | -11.9 | 32.8 | 0.8 | -19.7
O=C(/C=C/c1ccccc1)Nc1cccc(S(=O)(=O)Nc2ccccc2F)c1 | 0.7 | 8.1 | 2.8 | 2.9 | 5.8 | 26.2 | -6.9 | 23.3 | -10.8 | -47.0
CSc1ccc(Cl)c(C(=O)NC2CCCC2)c1 | 2.9 | -0.4 | -21.1 | -5.8 | -8.6 | -39.8 | -20.4 | 7.8 | 0.6 | 10.3
COc1ccccc1N1CCN(C(=O)CN(C2CCCCC2)S(C)(=O)=O)CC1 | -1.1 | -0.2 | -1.5 | -0.1 | 0.1 | 1.5 | -5.4 | 3.9 | 9.2 | 24.4
COc1ccccc1N1CCN(C(=O)c2ccc(Br)s2)CC1 | / | 5.7 | -2.6 | -3.5 | -0.1 | 6.0 | -9.5 | 8.8 | 17.5 | 10.9
CCCOC(=O)c1ccc(NC(=O)C2CCCO2)cc1 (stereo unspecified) | 2.5 | -1.7 | 12.9 | 8.1 | -5.0 | 40.3 | -26.0 | 1.5 | 1.7 | -110.4
N#C/C(=C(/O)CN1CCOCC1)c1nc(-c2ccccc2)cs1 | / | 0.1 | 1.0 | -2.3 | 2.6 | -4.2 | -10.7 | 8.3 | -1.8 | -18.0
CCN(CC)S(=O)(=O)c1ccc(C)c(NC(=O)COC(=O)CNC(=O)c2ccc(C(C)(C)C)cc2)c1 | 0.2 | -2.6 | 0.8 | -3.0 | 8.9 | 13.3 | -3.0 | 9.1 | -0.9 | 15.9
CCNC(=O)COC(=O)CCC(=O)c1ccc(F)cc1 | 0.3 | 3.7 | -3.1 | 2.0 | 3.3 | 1.3 | -40.8 | 7.7 | -1.9 | 13.4
O=c1cc(CSc2nc3ccccc3c(=O)[nH]2)c2ccc(O)cc2o1 | 0.5 | 16.7 | -23.7 | -0.5 | / | -22.0 | -28.6 | 14.1 | -4.7 | 6.2
CCCCn1nnnc1SCC(=O)N(CC)CC | 0.5 | -4.2 | -3.5 | -4.6 | 0.8 | -6.6 | -23.3 | 7.6 | 1.6 | -2.1
O=C(CNS(=O)(=O)c1ccc([N+](=O)[O-])cc1)N/N=C\c1ccc(O)cc1 | 0.0 | 2.3 | -0.2 | 1.7 | 0.3 | 1.2 | -33.8 | 21.9 | -2.3 | 4.9
CC(C)(C)CC(=O)Nc1cc2c3c(c1)CCC(=O)N3CCC2 | / | 9.4 | -3.2 | 5.8 | -3.9 | 0.6 | 5.5 | -5.5 | -2.3 | 1.9
COC(=O)CCCC1=CC2=CC(=O)C(C)(OC(=O)c3cccs3)C(=O)C2=CN1C1CCCCC1 (stereo unspecified) | 0.1 | / | 3.3 | / | -1.9 | 4.9 | / | 5.9 | -1.7 | 14.5
Nc1cc(S(=O)(=O)Nc2ccccc2Cl)ccc1N1CCCC1 | -0.8 | -2.7 | -4.5 | -9.6 | -0.9 | -1.8 | -36.7 | 28.6 | -2.7 | -13.2
Cc1cc(C)cc(NC(=O)Nc2cc(-c3ccccc3)nn2C)c1 | 0.5 | 9.5 | 3.7 | 0.0 | 10.7 | 11.5 | 6.3 | 24.7 | 9.0 | 11.3
CC(=O)[C@@]1(O)CC[C@H]2[C@@H]3CCC4=CC(=O)CC[C@]4(C)[C@H]3[C@@H](O)C[C@@]21C | -0.4 | 5.8 | -12.1 | -1.0 | 5.0 | -32.0 | -26.7 | 26.4 | -13.0 | -15.7
O=C(O)COc1ccc(C(=O)c2ccccc2)cc1 | -2.8 | -6.0 | -5.0 | -5.5 | -2.6 | -4.6 | -13.5 | 21.5 | -4.4 | -11.2
O=C(Nc1ccccc1NC(=O)c1ccco1)c1ccccc1 | -0.1 | -0.5 | -0.4 | -2.3 | -0.4 | -4.5 | -7.8 | 1.6 | 11.0 | -0.8
COc1cc(C2C(C(=O)c3ccco3)=C(O)C(=O)N2CCc2ccccc2)ccc1O (stereo unspecified) | -0.4 | -9.1 | 5.3 | 0.5 | 7.1 | 16.4 | -0.7 | 19.2 | / | -1.2
CC1=C(C(=O)NCc2ccccc2)C(c2cc(Br)cc(Br)c2OC(C)C)NC(=O)N1 (stereo unspecified) | 0.0 | 2.2 | 0.4 | 0.9 | 14.6 | 26.0 | -10.5 | 5.6 | 7.6 | 8.2
C=CCNc1nc(Nc2ccc(OC)cc2)nc(OC)n1 | -0.1 | 2.8 | -1.8 | 8.0 | -2.4 | 0.7 | -18.5 | 8.5 | 0.7 | 7.9
O=C(NC(=S)Nc1nc2c(ccc3ccccc32)s1)c1cccs1 | 0.2 | 11.1 | -21.2 | 0.0 | -4.1 | -34.2 | -16.5 | 16.6 | 14.8 | -63.2
COc1cc(C(=O)Oc2ccc(/C=N/NC(=O)c3ccncc3)cc2)cc(OC)c1OC | -0.9 | -4.2 | 4.2 | -7.9 | 9.4 | 9.1 | -17.7 | 7.4 | -23.3 | 7.5
COc1ccc(NC(=S)N(CCCN2CCOCC2)C(C)c2cc3ccccc3o2)cc1 (stereo unspecified) | 0.1 | 2.0 | -3.4 | 0.7 | 3.2 | -14.2 | -2.9 | 3.3 | -4.6 | 13.3
CC(=O)CC1(OC(C)=O)C(=O)N(C)c2ccccc21 (stereo unspecified) | 0.8 | 4.4 | -4.1 | 3.2 | 2.4 | -1.4 | -17.8 | 20.9 | -1.7 | -26.1
O=C(CN1CCCCC1)N/N=C/c1ccccc1OCc1ccccc1 | 0.1 | -1.1 | 2.6 | -3.1 | 4.9 | 32.8 | -30.1 | 15.0 | 11.5 | -1.1
CN(Cc1ccccc1)C(=O)CCS(=O)(=O)c1cc2c(cc1Cl)NC(=O)CO2 | -0.2 | -2.6 | -3.4 | 5.3 | 1.2 | -16.5 | -0.5 | -9.6 | -6.6 | 5.3
COc1cc(CNC2CCCC2)cc(Cl)c1OCc1ccccc1F | 0.0 | 2.3 | 0.9 | 1.6 | -3.5 | 0.1 | -15.8 | 13.4 | -2.1 | 11.7
CCOC(=O)N1CCN(C(=O)c2ccc3c(=O)n(Cc4ccc(OC)cc4)c(=S)[nH]c3c2)CC1 | / | 5.3 | / | 2.5 | 5.3 | / | -10.9 | / | / | /
CN(Cc1ccc(C#CCCO)cc1)CC1CCCN(CCc2ccc(Cl)cc2)C1 (stereo unspecified) | -1.6 | 3.4 | -2.8 | -4.3 | 10.0 | -1.1 | -3.8 | 24.2 | -1.3 | -33.1
CCN(CC(=O)Nc1cccc(S(=O)(=O)N2CCCCC2)c1)Cc1ccccc1 | -0.6 | / | 11.2 | / | -3.7 | 0.9 | / | 24.8 | -10.1 | 0.6
S=c1[nH]nc(-c2ccccc2Cl)n1Cc1ccccc1 | -0.1 | 4.8 | 2.7 | 5.2 | -0.8 | -6.1 | 7.8 | -20.1 | 2.0 | 11.5
CC1=CC(C)(C)N(C(=O)CCl)c2cc(C)ccc21 | -0.8 | -3.4 | 11.2 | 2.3 | 8.5 | 28.8 | 1.6 | 20.5 | 1.7 | -9.0
NS(=O)(=O)c1ccc(NC(=O)NC2CC(=O)N(c3ccc4c(c3)OCCO4)C2)cc1 (stereo unspecified) | 0.6 | / | 1.7 | / | 4.3 | -21.5 | / | 12.5 | -8.2 | 15.0
COc1cc(SC)ccc1C(=O)Nc1ccon1 | -4.8 | 3.2 | 6.2 | 3.4 | 4.6 | 39.4 | -71.6 | 63.4 | -5.4 | -108.9
COc1ccccc1C/C(N)=N/OC(=O)c1ccc2c(c1)OCO2 | 1.5 | 2.8 | 8.4 | 0.7 | -0.2 | -4.2 | -32.3 | 19.8 | 2.4 | -10.4
O=C(Cc1csc(Nc2nc(=S)[nH]c3ccccc23)n1)NCc1cccc(Cl)c1 | / | 0.0 | / | 0.9 | 1.0 | / | -19.7 | / | / | /
COc1ccc(C(=O)OCC(=O)Nc2ccc(F)cc2F)cc1OC | -0.3 | 5.9 | 0.3 | 4.6 | -8.8 | 7.7 | -13.0 | 2.6 | -6.5 | 11.6
COc1ccc(NS(=O)(=O)c2cc(NC(=O)c3cnc(C)cn3)ccc2N2CCCC2)cc1 | -0.1 | 4.1 | -3.8 | 0.9 | -2.0 | 6.5 | -22.4 | 20.0 | 0.8 | -15.6
O=C(CNS(=O)(=O)c1ccc(Br)s1)NCCc1ccc(Cl)cc1 | -0.1 | -0.5 | -12.7 | 6.9 | -0.5 | -0.2 | -6.7 | 15.9 | -8.1 | 16.7
CN(C)S(=O)(=O)N1CCN(c2ccccc2Cl)CC1 | 0.1 | 1.3 | -0.8 | 3.3 | -1.3 | -1.0 | -15.6 | -6.5 | -9.7 | -35.9
COc1cccc(CC2(CO)CCN(Cc3cnc(-c4cccc(C)c4)nc3)CC2)c1 | 0.3 | 1.5 | 7.2 | -1.2 | 4.2 | -0.2 | -18.0 | 21.4 | 1.2 | -42.1
COc1ccc(Cl)cc1NC(=O)CN(C(=O)c1ccco1)C1CCCCC1 | -0.7 | 3.7 | 7.4 | 1.0 | 0.8 | 11.7 | -19.1 | 15.2 | -3.9 | 23.1
COc1ccc(CC(=O)NCC(=O)Nc2ccccc2Br)cc1 | -0.4 | 2.7 | 9.8 | 2.2 | 7.1 | 56.0* | -0.4 | 14.6 | -3.5 | -28.9
COC(=O)c1[nH]c2cc(OC)ccc2c1N | 0.2 | -7.7 | -2.1 | -2.7 | -7.6 | -13.4 | -15.2 | 40.2 | -46.3 | 22.1
COc1ccc(N2CCN(C(c3cccs3)C(C)NC(=O)C(=O)N3CCOCC3)CC2)cc1 (stereo unspecified) | 0.5 | -1.7 | -4.3 | 6.0 | -6.7 | -12.8 | -0.3 | -2.0 | 6.4 | -11.0
COc1ccc2oc(=O)c(C(=O)OCC(=O)c3ccc([N+](=O)[O-])cc3)cc2c1 | -0.5 | -3.7 | 43.7 | -0.5 | -1.4 | ? | -5.4 | 30.1 | -1.1 | 2.6
CCC(=O)N1c2ccccc2NC2=C(C(=O)CCC2)C1c1ccccc1 (stereo unspecified) | / | -3.6 | -7.5 | 0.5 | 0.8 | -0.7 | 2.3 | 17.1 | 4.5 | -21.1
